Screening data from PubChem BioAssay.
Kir21 block – Kir2.1 (mouse) channel inhibition. 310,000 tested, 0.85% active. HEK293-Kir2.1, FluxOR thallium flux fluorescence; hits give low values. P35561. B-score at 10 µM;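 active = fluorescence ratio B-score at or below minus 3 SD of library scores, with starting-brightness B-score within 2 SD, cut at about -4.2 in these data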;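 note: channel flux triggered by added potassium and thallium sulfate stimulus; B-score of peak minus minimum fluorescence over baseline after thallium stimulus; more negative B-score means stronger Kir2.1 block with less thallium influx; some compounds called inactive have numbers as strong as hits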
KCNQ2 block – KCNQ2 potassium channel inhibitors, primary screen, cell-based, CHO-K1, FluxOR thallium flux, B-score (AID 2156) | 20 min; hits give low values | B-score at 10 µM | 310,000 tested, 1.1% active;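 active = fluorescence ratio B-score at most minus 3 library SDs, with starting brightness B-score within 2 library SDs, cut at about -5.5 in these data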
Target sequence (O88943 whole entry, looked up): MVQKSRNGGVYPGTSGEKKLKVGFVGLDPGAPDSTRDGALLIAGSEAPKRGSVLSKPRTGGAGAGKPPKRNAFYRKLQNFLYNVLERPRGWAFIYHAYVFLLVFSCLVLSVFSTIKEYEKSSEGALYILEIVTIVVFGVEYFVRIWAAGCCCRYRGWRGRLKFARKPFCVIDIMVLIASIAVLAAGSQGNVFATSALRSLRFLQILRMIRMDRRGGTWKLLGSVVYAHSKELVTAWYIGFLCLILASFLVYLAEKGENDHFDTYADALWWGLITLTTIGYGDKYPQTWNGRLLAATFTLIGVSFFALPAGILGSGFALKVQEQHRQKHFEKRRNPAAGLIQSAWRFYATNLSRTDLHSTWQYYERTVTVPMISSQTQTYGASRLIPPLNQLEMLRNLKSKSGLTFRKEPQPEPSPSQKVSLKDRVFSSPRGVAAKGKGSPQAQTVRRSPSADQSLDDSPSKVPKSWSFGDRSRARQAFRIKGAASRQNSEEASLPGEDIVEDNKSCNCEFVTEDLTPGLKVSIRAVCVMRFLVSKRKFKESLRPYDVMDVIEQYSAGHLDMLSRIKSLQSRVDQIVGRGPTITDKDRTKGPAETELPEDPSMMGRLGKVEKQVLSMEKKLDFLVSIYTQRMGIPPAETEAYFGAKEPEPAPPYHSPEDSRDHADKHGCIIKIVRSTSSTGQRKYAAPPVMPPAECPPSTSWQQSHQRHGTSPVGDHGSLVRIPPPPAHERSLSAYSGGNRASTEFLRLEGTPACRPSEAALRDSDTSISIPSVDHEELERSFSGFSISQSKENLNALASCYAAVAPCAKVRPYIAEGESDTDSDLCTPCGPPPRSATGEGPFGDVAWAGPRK
The depositor's hits bear a star; i = inactive.

Kir21 block	KCNQ2 block	Compound
0.94	i	CC1(C)Cc2nc3sc4c(=O)n(CC(=O)NCc5ccccc5)cnc4c3cc2CO1
-0.06	i	O=C(O)c1ccccc1-c1nc2cc(Cl)ccc2c(=O)n1O
-0.1	i	COc1cc(OC)c(NC(C)C(=O)NCc2ccccc2)cc1Cl (stereo not given)
-2.1	i	CN1CCN(C(=O)c2ccc(COc3ccc(Cl)cc3Cl)cc2)CC1
0.2	i	O=C(Nc1ccc(-c2ccco2)cc1)C1CCCN(Cc2ccc(CO)o2)C1 (stereo not given)
0.54	i	FC(F)Oc1ccccc1/C=N/n1cnc2ccccc21
1.6	i	Cc1ccc(C(=O)N/C(=C\c2ccco2)C(=O)NCc2cccnc2)cc1
-0.47	i	Cc1ccc(/C=C2/SC(=S)N(CCC(=O)N3CCOCC3)C2=O)cc1
0.3	i	N#Cc1c(NC(=O)c2ccc(Cn3cc(Br)cn3)o2)sc2c1CCCCC2
-1	i	COC(=O)/C(=C\Nc1ccccc1N)c1ncc(C(F)(F)F)cc1Cl

Whole records from above.
Record of O=C(O)c1ccccc1-c1nc2cc(Cl)ccc2c(=O)n1O → Kir21 block: -0.06; KCNQ2 block: i
Record of CN1CCN(C(=O)c2ccc(COc3ccc(Cl)cc3Cl)cc2)CC1 → Kir21 block: -2.1; KCNQ2 block: i
Record of N#Cc1c(NC(=O)c2ccc(Cn3cc(Br)cn3)o2)sc2c1CCCCC2 → Kir21 block: 0.3; KCNQ2 block: i

New compounds follow
Kir21 block	KCNQ2 block	Compound
-0.94	i	O=C(NCc1ccco1)c1nc(-c2ccc(F)cc2)no1
1.3	i	COc1ccc(-c2oc3ccc(-c4cc(OC)c(OC)c(OC)c4)cc3c2C#Cc2ccsc2)cc1
-0.66	i	CN(CCOc1ccccc1)C(=O)c1ccc(N2CCCC2)c([N+](=O)[O-])c1
-0.17	i	O=S(=O)(Nc1ccc(-c2nc3cccnc3s2)cc1)c1cc(F)ccc1F
0	i	CSCCC(=O)Nc1ccc(C(C)=O)cc1
0.05	i	Cc1sc2ncn(CC(=O)OCC(=O)NC(C)(C)C)c(=O)c2c1C
0.26	i	COc1cccc(OC)c1OC(=O)c1cnccn1
-2.4	i	NC(=O)C1CCCN(C(=O)NC2CCCCC2)C1 (stereo not given)
-0.46	i	Cc1ccc(N2C(=O)CSC2c2ccccn2)cc1Cl (stereo not given)
0	-6*	Cc1ccc(-c2cc(C(=O)N3CCN(c4ccc(F)cc4)CC3)c3ccccc3n2)o1
-0.18	i	COc1ccc(CNc2nc3c(c(=O)n(Cc4ccc(Br)cc4)c(=O)n3C)n2C)cc1
1	i	CCN(CC)S(=O)(=O)c1ccc(NC(=O)CO/N=C(\N)c2ccccc2)cc1
-0.88	i	COc1cc(O)ccc1/C=N/NC(=O)c1ccc([N+](=O)[O-])cc1
1.2	i	CCCNS(=O)(=O)c1ccc(CCC(=O)N2CCCC2)cc1
0.42	i	Cc1ccccc1Cn1cc(NC(=O)c2nn(C)cc2Cl)cn1
0.38	i	Cc1ccc(CN2CCN(Cc3ccncc3)CC2CCO)o1 (stereo not given)
2	i	O=c1oc2ccccc2c(N2CCCCC2)c1[N+](=O)[O-]
0.58	i	Cc1sc2ncn(CC(=O)NCc3ccccc3)c(=O)c2c1C
-1.3	i	Cc1cc(C)c2nc(Cl)c(Cl)nc2c1
4	i	Cc1ccc(-c2nnn(CCOc3cccc(Br)c3)n2)cc1
0.11	i	Cn1c(=O)c2c(ncn2Cc2ccc(Cl)cc2)n(C)c1=O
1.9	i	COC(=O)c1ccc(NC(=O)c2ccc(OC(C)=O)c(OC)c2)cc1
0.6	i	COc1ccc(C/C(C)=N/NS(=O)(=O)c2ccc(Br)cc2)cc1
0.09	i	CCOC(=O)c1csc(NC(=O)c2cc(=O)c3ccccc3o2)n1
-0.14	i	COc1ccc(OC)c(C(=O)c2nc3c(n2O)CCCCC3)c1
-0.86	i	COc1ccc(-c2nnc(CSc3nc4ccccc4c(=O)n3CC(C)C)o2)cc1OC
-0.38	i	CC(=O)NC(CCS(C)(=O)=O)C(=O)Nc1c(F)cccc1F (stereo not given)
-0.67	i	CCOC(=O)c1ccccc1-n1c(C)cc(C2N=C(N)Nc3nc4ccccc4n32)c1C (stereo not given)
0.29	i	CCOC(=O)c1sc(=NC(=O)CCSc2ccccc2)n(C)c1C
-1.5	i	Cc1ccc(S(=O)(=O)N2CCN(Cc3ccco3)CC2)c(C)c1

Single values from above.
Result of CCOC(=O)c1csc(NC(=O)c2cc(=O)c3ccccc3o2)n1 in Kir21 block: 0.09
Result of CCOC(=O)c1ccccc1-n1c(C)cc(C2N=C(N)Nc3nc4ccccc4n32)c1C (stereo not given) in Kir21 block: -0.67

Remaining list, next part.
Kir21 block	KCNQ2 block	Compound
0.06	i	NC(=O)c1cc2cc(Br)ccc2o/c1=N/NC(=O)c1cccc(F)c1
0.22	i	COc1ccccc1N1CCN(CC(=O)NCc2ccc(Cl)cc2)CC1
-1.2	i	CCOc1ccccc1NC(=O)c1ccc(F)c(S(=O)(=O)N2CCC3(CC2)OCCO3)c1
0.14	i	COc1cc2[nH]c(=S)n(CCN3CCCCC3C)c(=O)c2cc1OC (stereo not given)
0.47	i	CC1(C)CC(=O)C(=Cc2cn(CCC#N)nc2-c2ccc(Cl)cc2)C(=O)C1
-0.03	i	CCCN1CCN(C2CCCCC2NS(=O)(=O)c2ccc(Cl)cc2)CC1 (stereo not given)
0.15	i	Cc1cc(C)c(S(=O)(=O)N2CCOCC2)cc1C
-0.35	i	CCCN(Cc1nnc(-c2ccccc2Cl)o1)C(=O)c1cccc(S(=O)(=O)N2CCOCC2)c1
-1.1	i	Cc1ccc(C(C)CCN2CCC(n3nccc3NC(=O)c3ccccc3)CC2)o1 (stereo not given)
0.61	i	S=c1[nH]nc(-c2ccccn2)n1/N=C/c1ccc(Br)s1
1.1	i	CCOC(=O)C1CCN(c2nc3ccccc3nc2C(C#N)C(=O)OCCOC)CC1 (stereo not given)
1.7	i	COC(=O)c1sc(SC)c(S(=O)(=O)C(C)C)c1N/N=C(\C#N)C(=O)c1ccccc1
-1.3	i	O=C(NCC1CC1)c1onc(CSc2ccc(F)cc2)c1C(=O)NCC1CC1
0.71	i	CN(C)c1ccc(NC(=O)CSc2nc(C3CC3)nc3ccccc23)cc1
-2	i	O=S(=O)(NCC1(N2CCOCC2)CCCCC1)c1ccccc1Cl
-0.46	i	CCOC(=O)c1nn(-c2ccc(Cl)cc2)c(=O)c(C#N)c1C
-0.68	i	Cc1ccc(NC(=O)C2C3CCC(O3)C2C(=O)O)cc1Cl (stereo not given)
-0.85	i	Cc1ccc(OCCCC(=O)Nc2nncs2)cc1
-0.78	i	Cn1c(Sc2nc3ccccc3n2C)nc2ccccc21
-0.88	i	CC(C)N(C(=O)CN1C(=O)NC(c2ccccc2)(c2ccccc2)C1=O)C(C)C
-0.84	i	CCOP(=O)(OCC)C(Nc1cccc(C)c1)c1ccc(F)cc1 (stereo not given)
2.6	i	O=C(N/N=C/c1ccc(OC(=O)c2cccs2)cc1)c1cccc(F)c1
-3.1	i	C/C(=N/NC(=O)c1sc(NS(=O)(=O)c2ccccc2)nc1C)c1ccccc1
-2.8	i	Cc1ccc(S(=O)(=O)N2CCN(CCc3ccccc3)CC2)c(C)c1
0.06	i	O=C(NC1(C(F)(F)F)NC(=O)N(Cc2ccccc2)C1=O)c1cccs1 (stereo not given)
-1.2	i	COC(=O)c1cn(CCOc2ccc(C)cc2)c2ccccc12
-0.63	i	Cc1cccc(NC(=O)CSc2nnc(CSc3nc(C)cc(C)n3)o2)c1
2.4	i	CCOC(=O)N1CCN(Cc2nc3c(c(=O)n(C)c(=O)n3C)n2Cc2cccc3ccccc23)CC1
0.01	i	COC(=O)c1ccc(CNC(=O)COC(=O)c2ccccc2-c2ccccc2)cc1
0.7	i	C=CCn1cccc(C(=O)Nc2ccc(OC)cc2OC)c1=O
1.7	i	Cc1cc(C)n(CC(=O)c2ccccc2)c(=O)c1C#N
0.85	i	COC(=O)Cc1c(C)c2c(OCc3nn[nH]n3)cc(C)cc2oc1=O
-1.4	i	NC1=NC[C@H](c2ccccc2)N1CCc1cc(C(F)(F)F)cc(C(F)(F)F)c1
-0.07	i	COc1ccccc1N1CCN(Cc2nc3ccccc3[nH]2)CC1
-0.39	i	CCc1c(C)c2ccc(O)c(CN(C)C)c2oc1=O
0.18	i	O=C(Oc1ccc(F)cc1)N1CCOCC1
-0.77	i	Cc1ccc(N2C(=O)C3C(C2=O)N2CCCN2C3c2ccccc2)cc1C (stereo not given)
-0.61	i	CCn1c(C)nc2cc(C(=O)NNS(=O)(=O)c3ccc(C)cc3C)ccc21
-0.33	i	Cc1ccc2nc(-c3ccc(NC(=O)CN4CCN(c5ccccn5)CC4)cc3)sc2c1
-0.62	i	CCC(C)Nc1nc2ccccc2n2c(C)nnc12 (stereo not given)
-0.29	i	CCC(=O)N/N=C/c1ccc(OS(=O)(=O)c2ccccc2)cc1
1.7	i	CCn1c(CNC(=O)c2ccco2)nnc1SCC(=O)c1ccc(OC)cc1
-0.31	i	CC1CCC(NC(=O)CCNS(=O)(=O)c2ccccc2)CC1 (stereo not given)
1.6	i	Cc1cc2c(NCC(C)O)ncnc2s1 (stereo not given)
-1.1	i	C/C(Sc1nnc(Cc2ccccc2)o1)=C(/O)c1ccccc1
1.3	i	Cc1ccc(-n2nc(C)c3c2OC(N)=C(C#N)C3c2ccc(F)cc2)cc1 (stereo not given)
-0.36	i	COc1ccc(C(=O)Nc2ccc3c(c2)CCCN3C(=O)c2cccs2)c(OC)c1
0.77	i	Cc1ccc2nc3c(cc(S(=O)(=O)c4ccccc4)c(=N)n3Cc3ccco3)c(=O)n2c1
-0.2	i	O=C(CNCC1CCCO1)N1CCCCCC1 (stereo not given)
-0.23	i	COc1ccc(OC)c(N2CC(O)=C(c3nc4ccccc4s3)C2=N)c1

Compounds shown so far that have an NH in an aromatic ring (4):
Kir21 block	KCNQ2 block	Compound
0.14	i	COc1cc2[nH]c(=S)n(CCN3CCCCC3C)c(=O)c2cc1OC (stereo not given)
0.61	i	S=c1[nH]nc(-c2ccccn2)n1/N=C/c1ccc(Br)s1
0.85	i	COC(=O)Cc1c(C)c2c(OCc3nn[nH]n3)cc(C)cc2oc1=O
-0.07	i	COc1ccccc1N1CCN(Cc2nc3ccccc3[nH]2)CC1

The list goes on:
Kir21 block	KCNQ2 block	Compound
-2.5	i	CC(C(=O)Nc1ccccc1Br)N1c2cccc3cccc(c23)S1(=O)=O (stereo not given)
1.5	i	O=C1CSC(c2ccccc2F)N1CCN1CCCCC1 (stereo not given)
0.2	i	CC(C)c1cc(-c2cc(C(=O)NCc3ccccc3)on2)nc(NC2CCCC2)n1
-0.19	i	CCCC(=O)Nc1c(-c2ccccc2Cl)c(=O)c2ccccc2n1C
-0.82	i	O=C(N/N=C/c1ccccc1)c1ccc2c(c1)OCO2
-0.31	i	O=C1Nc2ccc(Cl)cc2[C@@](C#CC2CC2)(C(F)(F)F)O1
0.74	i	COc1cccc(CNC(=O)CCC2CCCN(C(=O)c3ccoc3C)C2)c1 (stereo not given)
2.2	i	Cc1cccc(OCc2nc(C#N)c(N3CC(C)CC(C)C3)o2)c1 (stereo not given)
1.7	i	COc1cc(/C=C2/C(=N)N3N=C(CC(=O)N4CCOCC4)SC3=NC2=O)ccc1OCc1ccccc1F
-1.1	i	COc1ccc(NS(=O)(=O)c2cccc(C(=O)NNC(=O)c3ccc(NC(C)=O)cc3)c2)cc1

The closing 2 entries of the part above open the next one.
Kir21 block	KCNQ2 block	Compound
1.7	i	COc1cc(/C=C2/C(=N)N3N=C(CC(=O)N4CCOCC4)SC3=NC2=O)ccc1OCc1ccccc1F
-1.1	i	COc1ccc(NS(=O)(=O)c2cccc(C(=O)NNC(=O)c3ccc(NC(C)=O)cc3)c2)cc1
-2.3	i	COC(=O)c1ccc(NC(=O)CSc2nc3cccnc3n2C)cc1
-3.1	i	CC1(C)CC(=O)C(C=NCCN2CCNC2=O)=C(O)C1
2.1	i	CCc1ccc(NC(=O)Cn2nc(C)n3cccc3c2=O)cc1
-0.02	i	Cc1nc(-c2ccc(Cl)cc2)sc1C1(C)CC(c2ccc(C#N)cc2)=NO1 (stereo not given)
-0.6	i	O=C(O)C1CC=CCC1C(=O)Nc1ccccc1C(=O)N1CCN(c2ccc(Cl)cc2)CC1 (stereo not given)
-1.6	i	Cc1cccc(N=C2C(=O)Nc3c(Cl)cccc32)c1
-1.9	i	CC(=O)C1=C(O)CC(c2ccccc2)CC1=NCCc1c(C)[nH]c2ccccc12 (stereo not given)
0.38	i	COc1ccc(/C=C2/SC(=O)N(CCCCCC(=O)Nc3ccccc3C(=O)O)C2=S)cc1
-0.11	i	Cc1ccc(-n2c(SCC(=O)Nc3ccc(Cl)cc3)nc(O)cc2=O)cc1
-0.41	i	Cc1cc(OCC(=O)NCCCN2CCOCC2)cc(C)c1Cl
0.13	i	Cc1ccc(N(C)S(=O)(=O)c2cccc(C(=O)NC3=NCCS3)c2)cc1
1.4	i	COC(=O)c1ccc(NC(=O)CCc2nnc3ccc(NCc4ccco4)nn23)cc1
0.13	i	COc1ccc(C(C(=O)NC(C)(C)C)N(C(=O)CCC(=O)Nc2ccccn2)C2CCCCC2)cc1 (stereo not given)
-1.1	i	Cc1ccnc(NS(=O)(=O)c2ccc(NS(=O)(=O)c3ccccc3)cc2)n1
2	i	COc1ccc(N2CCN(C(=O)CCCC3=NS(=O)(=O)c4ccccc4N3)CC2)cc1
3	i	O=C(O)c1cccc(N2C(=O)c3cc4cccc(Br)c4cc3C2=O)c1
1.5	i	Cc1ccc(NC(=O)c2ccc(CSc3nnnn3C)cc2)cc1
-2.7	i	O=C(NCCCn1ccnc1)c1cc2c(ccc3ccccc32)o1
0.03	i	NC(=O)C1CCCN(C(=O)c2ccc3nc(Cc4cccc(Cl)c4)oc3c2)C1 (stereo not given)
-0.67	i	CNC(=O)NC(=O)C(C)OC(=O)c1cc2c(s1)CCCCC2 (stereo not given)
